Bioassay records as filed in PubChem.
CXXC DNA block: qHTS Fluorescence Polarization Assay for Inhibitors of MLL CXXC domain - DNA interaction | Histone-lysine N-methyltransferase 2A (Homo sapiens), Q03164 | MLL-CXXC / FITC-HOXA9 DNA fluorescence polarization | Potency, µM (titrated, usually from 115 µM), for inactives: top-dose activity change, negative = inhibition, hits mostly inhibitors | 0.037% of 290,000 active | AID 2662, 2010; active = well fitted inhibition curve with a large enough effect in the polarisation, with a control signal flat, not every such curve was filed as active; inconclusive = small, poorly fitted or top-dose-only effect, or effect the other way, or a change in a side signal; inactive = no such curve, though single readings can be large or run the other way; the % refers to the polarisation; note: potency is the fitted concentration of half-maximal effect
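Purified MLL-CXXC (added from a 7 uM solution) was preincubated 5 min at ambient with pinned compounds in 50 mM Tris-HCl pH 7.5, 50 mM NaCl, 1 mM DTT, 0.05% BSA. Fluorescein-labeled HOX-A9 DNA (50 nM solution) followed, 30 min, then polarization read.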
p53 reactivation: qHTS assay for re-activators of p53 using a Luc reporter. H1299 p53-A138V BP100-luciferase reporter, luminescence, 24 h. Potency, µM (series often up to 92.2 µM), for the others: at the top dose activity change, positive = activation, most hits filed as activators. 0.063% of 320,000 active; note: potency is the fitted concentration of half-maximal effect; % of control where 0% means no effect; nearly all actives have a fitted effect of over 45% in size
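p53-null H1299 cells stably carrying temperature-sensitive p53-A138V and a BP100-luciferase reporter were pinned with compounds (4-point, 1:5 series) and held 24 hrs at 37 deg C. Luminescence was read 10 min after detection reagent.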
TSG101-PTAP inh: qHTS Assay for Iinhibitors of HIV-1 Budding by Blocking the Interaction of PTAP/TSG101; Tumor susceptibility gene 101 protein (Homo sapiens), Q99816; Fluorescence polarization, FITC-PTAP peptide / Tsg101 binding; Potency, µM (highest dose often 115 µM), without a hit: at the highest dose activity change, negative = inhibition, hits mostly inhibitors; 340,000 tested, under 10 active; active = well fitted inhibition curve with a large enough effect in the main read-out, with a control signal flat, not every such curve was filed as active; inconclusive = small, poorly fitted or top-dose-only effect, or effect the other way, or a change in a side signal; inactive = no such curve, though single readings can be large or run the other way; note: potency is the fitted concentration of half-maximal effect; % of control where 0% means no effect
Target sequence (Q99816 whole entry, looked up): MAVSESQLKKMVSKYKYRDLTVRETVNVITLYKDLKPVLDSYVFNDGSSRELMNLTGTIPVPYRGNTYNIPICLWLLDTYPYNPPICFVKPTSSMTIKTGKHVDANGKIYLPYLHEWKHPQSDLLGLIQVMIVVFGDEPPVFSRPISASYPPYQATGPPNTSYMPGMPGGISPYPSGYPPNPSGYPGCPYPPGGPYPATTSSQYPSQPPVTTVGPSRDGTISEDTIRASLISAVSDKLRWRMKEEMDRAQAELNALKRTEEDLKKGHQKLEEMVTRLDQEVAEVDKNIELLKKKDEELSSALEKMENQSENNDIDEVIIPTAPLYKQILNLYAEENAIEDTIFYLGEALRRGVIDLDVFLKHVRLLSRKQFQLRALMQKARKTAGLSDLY
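Steps: Tsg101 binding domain dispensed (10 uM final), compounds pinned in DMSO, FITC-labeled PTAP-motif peptide added (50 nM final); after 20 min binding at room temperature, polarization measured.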
Integrin act MD: qHTS for Activators of Integrin-Mediated Alleviation for Muscular Dystrophy; alpha7betagal myoblasts, beta-gal FDG fluorescence, 48 h; Potency, µM (doses to about 38.3 µM), for the others: at the top dose activation, hits mostly activators; 0.064% of 350,000 active; AID 624291, 2012;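 note: potency is the fitted concentration of half-maximal effect; 100% = response of the positive control SU9516; nearly all actives have a fitted effect of over 60% in size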
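alpha7betagal+/- myoblasts (passage 13, 250/well) treated 48 h at 37C with compounds at 1:260 dilution of DMSO stock. Lysed, then beta-galactosidase activity read as FDG fluorescence (ex 480/em 540) after 30 min, with pre-read for autofluorescence.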
TRPV1 agonist: HTS Assay for Compounds that Act as Agonists of the Vanilloid Receptor 1 | TRPV1-expressing cells, Fluo-8 calcium influx, agonist mode | activation, % at 8.33 µM | 0.19% of 320,000 active | AID 540275, 2011; in the data active = activation above about 80%; inconclusive = between about 30% and that limit; note: 0% is about no effect
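Cells expressing TRPV1 were dye-loaded with Fluo-8 and read kinetically: 10 s baseline, 3 min after compound (agonist portion), then 2 min after EC20 capsaicin (allosteric enhancer portion). Calcium-bound dye fluorescence at 480/520 nm.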
A-T KAP1 phos: qHTS Assay for Identifying a Potential Treatment of Ataxia-Telangiectasia; […] A-T fibroblasts, KAP-1 phosphorylation AlphaLISA; neocarzinostatin DNA damage 30 min before lysis; Potency, µM (titrated, usually from 57.5 µM), for inactives: at the highest dose activation, most hits filed as activators; 0.19% of 320,000 active; AID 485349, 2010; note: potency is the fitted concentration of half-maximal effect; % of control where 0% means no effect; nearly all actives have a fitted effect of over 45% in size
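ATM-like activity read as KAP-1 phosphorylation via AlphaLISA donor/acceptor antibody pairs after lysis and 6 hr at 25C. Cells were ATM-null patient fibroblasts ([…], hTERT), dosed 60 min, then exposed to the DSB inducer NCS for 30 min.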
TCR activator: Activators of T cell receptors: qHTS campaign; primary human leukocytes, anti-CD3, IL-2 HTRF, 48 h; Potency, µM (highest dose often 9.22 µM), without a hit: at the highest dose activation of IL-2 secretion, usual class: activators; 330,000 tested, under 10 active; AID 504894, 2011; note: % of control where 0% means no effect
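Primary human leukocytes were stimulated with a-CD3 beads plus compounds for 48 hr without co-stimulation; secreted IL-2 was quantified by HTRF using a-IL-2-K (europium cryptate) and a-IL-2-d2, excited at 320nm with acceptor emission read at 665nm.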
BRCA1 expr act: qHTS Assay to Identify Small Molecule Activators of BRCA1 Expression. MCF7-BRCA1-FFLuc reporter, luminescence, 48 h; response scale: scaled: vehicle 0%, 10 µM genistein 100%. Potency, µM (top dose mostly 46.1 µM), for inactives: at the highest dose activation, hits mostly activators. 1.1% of 380,000 active. AID 624202, 2012; note: potency is the fitted concentration of half-maximal effect; nearly all actives have a fitted effect of over 80% in size; some results filed as inactive show a strong effect at the top dose
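MCF7-BRCA1-FFLuc cells, 2000/well in phenol-red-free MEM, attached 2 h then treated 48 h at 37 C. Luciferase luminescence read 15 min after reagent; normalized to genistein maximum activation (10microM) and DMSO, concentration-response fitted.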
ELG1 DNA repair: qHTS screen for small molecules that inhibit ELG1-dependent DNA repair in human embryonic kidney (HEK293T) cells expressing luciferase-tagged ELG1. HEK293T ELG1-luciferase reporter, luminescence, 16 h; DNA damage induced by 5-fluorouridine. Potency, µM (titrated, usually from 46.1 µM), for inactives: at the top dose activity change, negative = inhibition, actives largely listed as inhibitors. 2.3% of 330,000 active. AID 504467, 2011; note: potency is the fitted concentration of half-maximal effect; % is set by controls: 0 for no effect and ±100 for the full control effect; nearly all actives have a fitted effect of over 55% in size
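Luminescence from the luciferase reporter, measured 30 min after ONE-Glo reagent at room temperature, was the read-out. Beforehand, 2,000 cells per well were exposed for 16 hr at 37 °C to 5-fluorouridine together with compound or vehicle.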
B2AR arrestin: qHTS assay of beta-arrestin-biased ligands of beta2-adrenergic receptor; Beta-2 adrenergic receptor (Homo sapiens), P07550; beta-arrestin recruitment to beta2AR, cell-based reporter; Potency, µM (series often up to 46.1 µM), for the others: top-dose activation, most hits filed as activators; 0.02% of 330,000 active; AID 492947, 2010;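 note: potency is the fitted concentration of half-maximal effect; 0% = DMSO controls and full agonism = EC100 isoproterenol or metaproterenol; nearly all actives have a fitted effect of over 65% in size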
Target sequence (P07550 whole entry, looked up): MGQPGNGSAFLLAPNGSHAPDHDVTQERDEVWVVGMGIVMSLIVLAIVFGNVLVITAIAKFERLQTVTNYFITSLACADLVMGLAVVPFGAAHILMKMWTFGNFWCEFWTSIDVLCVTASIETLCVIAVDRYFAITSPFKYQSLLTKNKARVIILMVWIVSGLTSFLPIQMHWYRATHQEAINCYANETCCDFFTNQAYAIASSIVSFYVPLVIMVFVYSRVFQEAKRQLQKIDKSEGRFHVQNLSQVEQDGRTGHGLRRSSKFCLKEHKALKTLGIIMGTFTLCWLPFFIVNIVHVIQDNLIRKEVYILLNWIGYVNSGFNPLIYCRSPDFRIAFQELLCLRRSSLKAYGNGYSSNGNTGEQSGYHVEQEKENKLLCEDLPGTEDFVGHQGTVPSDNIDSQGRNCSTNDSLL
* hit, by the source's call; ? = inconclusive; . = no result given; [ ] = remark or other dose. Unless noted, calls come from the whole dose curve; as a rule, active = well fitted curve in the direction sought with a large enough effect; inconclusive = small, poorly fitted or top-dose-only effect, or another doubt; inactive = no such curve, though single readings can be large; an effect the other way counts as inactive or inconclusive. Outcome played no part in choosing rows. About 3.8% of those tested had a hit in this group.

SMILES	CXXC DNA block	p53 reactivation	TSG101-PTAP inh	Integrin act MD	TRPV1 agonist	A-T KAP1 phos	TCR activator	BRCA1 expr act	ELG1 DNA repair	B2AR arrestin
COc1ccc(C2N(C(C)=O)CCN2S(=O)(=O)c2ccc(C)cc2)cc1 (configuration not stated)	7.6%	-29.1%	.	?	-1.4	15.5%	0.1%	-1.4%	8.1%	0.2%
COc1ccc(OC)c(N2C(=O)CC(Cc3ccc(C)cc3)C2=O)c1 (configuration not stated)	-6.5%	0.5%	-3.6%	20.4%	-4.9	14.0%	4.0%	7.2%	2.1%	0.0%
CCN(CC)S(=O)(=O)c1ccc(C(=O)N(c2ccc(C)cc2)C2C=CS(=O)(=O)C2)cc1 (configuration not stated)	-3.1%	-1.2%	-7.5%	0.5%	-0.2	4.1%	3.2%	-3.2%	0.0%	-0.3%
O=C(c1cccs1)N1CCN(C(=O)c2cn(-c3ccccc3)nc2-c2ccccc2)CC1	.	20.0%	-0.3%	-5.3%	.	18.3%	-4.1%[46.1 µM]	50.6%	?	5.1%
O=C(Nc1ccccn1)c1ccc(Cl)c(S(=O)(=O)N2CCOCC2)c1	-1.7%	-14.0%	-2.6%	?	21.0	10.6%	-1.4%	-34.6%	-12.0%	-0.5%
CC(=O)OCC(OC(C)=O)C(OC(C)=O)C(OC(C)=O)C(=O)Nc1ccc(C)cc1C (configuration not stated)	-8.0%	0.5%	0.7%	2.5%[7.66 µM]	-0.6	1.3%	-5.0%	1.9%	10.3%	-0.2%
O=C(Nc1ccc(Cl)cc1)Nc1ccon1	3.2%	-8.2%	?	-14.9%	15.1	0.6%	0.5%	8.3%	-1.8%	-0.6%
COc1ccccc1C(=O)NCCC(=O)N1CCN(C(C)=O)CC1	.	5.7%	1.4%	3.2%	-6.0	-4.8%	-8.7%	-16.2%	16.2%	-0.2%
CC(C)(C)c1cc(C(=O)N/N=C/c2ccc(O)cc2)n(-c2ccccc2)n1	?	1.9%	0.5%	1.5%	?	1.4%	-2.1%	-37.6%	-6.3%	-0.5%
Cc1ccc(-c2csc(NC(=O)CN3CCOCC3)n2)cc1C	-1.6%	.	0.7%	-2.5%	94.9*	4.2%	-2.3%	50.3%	2.2%	-0.1%
O=C(CSc1nnc(-c2cccs2)o1)N1CCc2ccccc21	-11.7%	7.2%	-9.6%	14.3%	0.5	0.9%	.	45.0%	?	-0.5%
S=C(c1ccc(-c2ccc(Br)cc2)o1)N1CCOCC1	-2.7%	?	0.4%	17.2%	17.6	12.6%	-1.8%	?	?	-0.7%
C=CCn1c(C)cc(C(=O)CSc2nnc3n(CCC)c(=O)c4ccccc4n23)c1C	.	.	1.0%	-35.5%	.	.	-1.8%	-16.7%	.	.
CCN(CC)c1ccc(S(=O)(=O)N2CCOCC2)cc1NC(=O)CSc1nncn1C	.	2.7%	-4.3%	15.9%	-2.2	4.2%	3.4%	9.0%	-2.9%	0.2%
CCCc1c(C(=O)Nc2cc(C(C)(C)C)on2)cnn1-c1ccccc1	-15.3%	-2.0%	-0.1%	0.5%	1.2	0.6%	-7.2%	2.0%	?	-0.3%
CS(=O)(=O)N(CC(=O)NC1CC1)C1CCCCC1	-5.8%	-4.5%	-3.1%	-5.5%	-4.5	-0.6%	-1.0%[46.1 µM]	-1.4%	1.5%	-2.1%
CCC[C@@H](CN1CCC[C@H]1CN1C(N)=NC[C@@H]1Cc1ccccc1)N1C[C@@H](Cc2ccccc2)N(CCCC2CCCC2)C1=N	.	3.1%	.	-31.4%	.	7.8%	-4.6%	-2.6%	11.3%	0.0%
Fc1ccc(C2=NOC(c3nnc(-c4ccccc4)o3)C2)cc1 (configuration not stated)	-1.3%	6.3%	0.1%	-9.1%	4.7	?	-6.3%	17.5%	27.9%	0.3%
COc1ccc(CNC(=O)C2CCCN(S(=O)(=O)c3cnc[nH]3)C2)cc1 (configuration not stated)	2.1%	1.5%	-3.8%	0.0%	5.7	-3.5%	0.3%	-7.1%	1.5%	0.5%
O=C(CCCOc1ccc(Cl)cc1Cl)N1CCN(c2ccccn2)CC1	0.4%	5.4%	-9.4%	-8.2%	17.7	11.8%	.	2.4%	2.8%	0.5%

Some of these compounds in order of their number in TRPV1 agonist, descending.
Molecule | TRPV1 agonist
CC(=O)OCC(OC(C)=O)C(OC(C)=O)C(OC(C)=O)C(=O)Nc1ccc(C)cc1C (configuration not stated) | -0.6
COc1ccc(C2N(C(C)=O)CCN2S(=O)(=O)c2ccc(C)cc2)cc1 (configuration not stated) | -1.4
CS(=O)(=O)N(CC(=O)NC1CC1)C1CCCCC1 | -4.5

(next part)
SMILES	CXXC DNA block	p53 reactivation	TSG101-PTAP inh	Integrin act MD	TRPV1 agonist	A-T KAP1 phos	TCR activator	BRCA1 expr act	ELG1 DNA repair	B2AR arrestin
Cc1cccn2c(=O)c3cc(C(=O)NCc4cccnc4)c(=N)n(CC4CCCO4)c3nc12 (configuration not stated)	-1.4%	-2.3%	-1.8%	19.4%	-0.4	17.6%	-7.3%	-14.5%	0.0%	-0.2%
Cc1ccc(CN2C(=O)S/C(=C\c3ccccc3OCC(=O)O)C2=O)cc1	19.2%	-1.6%	-1.8%	?	-2.3	1.3%	-0.6%	-2.4%	4.8%	0.5%
O=C(C1CCN(S(=O)(=O)c2cccnc2)CC1)N1CCCCC1	4.4%	1.0%	-2.5%	11.4%	-2.4	0.8%	-18.1%	-1.7%	7.7%	0.1%
COc1ccc(C(=O)OCC(=O)N2CCN(C(=O)c3ccco3)CC2)cc1OC	.	-3.8%	-8.6%	17.0%	.	14.1%	-0.7%	-16.5%	3.1%	-0.4%
C=CCc1cccc(C=Nc2cccn3cc(-c4ccccc4)nc23)c1O	-10.3%	13.1%	-0.6%	-12.3%	3.6	-0.9%	-1.0%	11.2µM*	?	0.2%
CCN1C(=O)C(CC(=O)Nc2ccc(OC)cc2)N(CCc2ccc(OC)cc2)C1=S (configuration not stated)	-2.3%	-6.7%	1.4%	-35.5%	-4.7	7.3%	-13.8%	-62.2%	?	0.0%
CC12C(=O)N(c3nccs3)C(=O)C1(C)C1CCC2O1 (configuration not stated)	.	.	-0.4%	21.6%	.	.	-1.3%	-0.5%	.	.
COC(=O)C1=C(C)NC(C)=C(C(=O)OC)C1C1CC=CCC1 (configuration not stated)	3.2%	-5.9%	-0.8%	25.4%	2.6	-4.2%	-5.7%[46.1 µM]	-44.7%	?	-0.8%
O=C1CC(c2ccc(F)cc2)CC2=C1C=Nc1ccccc1N2 (configuration not stated)	7.5%	-3.2%	-1.4%	-36.9%[inhibitor]	15.6	4.1%	0.8%	-32.2%	?	0.1%
O=C(NCCCN1CCCC1=O)C1CCC(CNS(=O)(=O)c2ccc(Cl)cc2)CC1 (configuration not stated)	0.2%	-7.0%	-3.9%	0.3%	5.3	-5.0%	-1.5%	0.0%	-14.1%	0.2%
CSc1ncccc1C(=O)OCC(=O)c1ccc(Br)s1	-6.5%	5.1%	1.0%	0.0%	29.4	10.8%	-2.6%	34.0%	0.1%	0.1%
COc1ccc(S(=O)(=O)N2CCCC(C(=O)N3CCOCC3)C2)cc1C (configuration not stated)	-6.7%	-5.4%	-2.3%	3.2%	9.1	-3.5%	-61.7%	0.2%	-2.2%	-0.1%
OCC1CCCN(C2CCN(Cc3nc(Cc4cccc(C(F)(F)F)c4)no3)CC2)C1 (configuration not stated)	-25.1%	-1.0%	-6.6%	13.7%	1.1	1.3%[11.5 µM]	-2.5%	-14.0%	-1.1%	0.0%
Cc1cccc(C)c1NC(=O)CN	-24.3%	-2.9%	-1.9%	7.4%	-1.9	-4.2%	2.5%	0.0%	0.0%	0.5%
CCOC(=O)N1CCN(C(=O)c2cc3cc(F)ccc3[nH]2)CC1	-3.6%	6.7%	0.3%	-3.0%	11.6	-7.6%	-5.4%	-51.1%	2.1%	0.1%
Cc1cccc(C)c1OCc1cc(C(=O)N2CCC[C@H]2C(N)=O)no1	-3.5%	29.5%	.	3.3%	1.4	1.6%	0.9%	17.7%	?	-0.1%
